AGP1 TOR yeast: modulators of AGP1-GFP expression in yeast TOR pathway, primary screen, cell-based, multiplex flow cytometry, S. cerevisiae, MLPCN library. 3 h; GFP as percent of DMSO wells. hit rate 0.02% among 320,000. GFP response vs DMSO, % at 10 µM;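 active means GFP response relative to DMSO above a set limit, near screen average plus 3 SD, cut at about 150% in these data; inconclusive means fewer than 70 cells counted for the yeast strain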;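 further: median GFP channel fluorescence of the gated AGP1 strain per well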
MEX-5 binding: MEX-5 zinc finger RNA-binding disruptors – biochemical, C. elegans, fluorescence polarization, MLPCN library, primary screen | Zinc finger protein mex-5 (Caenorhabditis elegans), Q9XUB2 | MEX-5/FITC-TCR2 RNA binding; active compounds read low | activity score (negative = inhibition of binding), % at 10 µM | hit rate 0.38% among 300,000;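 active means inhibition past about -25% in most replicates, and total fluorescence under double the plate's negative control median, limit read from the data; inconclusive means replicates evenly split on the limit, or fluorescence at least double controls; inactive means too little inhibition in most replicates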;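 further: 0% = DMSO and -100% = 5 µM competing unlabeled TCR2 RNA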
GRK2 aptamer HTS: compounds blocking aptamer binding on GRK2 – biochemical, human GRK2, bead flow cytometry, HTS, primary screen; Beta-adrenergic receptor kinase 1 (Homo sapiens), P25098; FAM-aptamer displacement from GRK2; inhibition of aptamer binding, % at 10 µM; hit rate 0.59% among 330,000; AID 488847, 2010;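 active means inhibition of aptamer binding above 40%, roughly 3 SD of noise, on plates passing a quality check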;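 further: median bead fluorescence of bound FAM aptamer so fluorescent compounds give negative values; no value below 0 was filed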
Target sequence (P25098 whole entry, looked up): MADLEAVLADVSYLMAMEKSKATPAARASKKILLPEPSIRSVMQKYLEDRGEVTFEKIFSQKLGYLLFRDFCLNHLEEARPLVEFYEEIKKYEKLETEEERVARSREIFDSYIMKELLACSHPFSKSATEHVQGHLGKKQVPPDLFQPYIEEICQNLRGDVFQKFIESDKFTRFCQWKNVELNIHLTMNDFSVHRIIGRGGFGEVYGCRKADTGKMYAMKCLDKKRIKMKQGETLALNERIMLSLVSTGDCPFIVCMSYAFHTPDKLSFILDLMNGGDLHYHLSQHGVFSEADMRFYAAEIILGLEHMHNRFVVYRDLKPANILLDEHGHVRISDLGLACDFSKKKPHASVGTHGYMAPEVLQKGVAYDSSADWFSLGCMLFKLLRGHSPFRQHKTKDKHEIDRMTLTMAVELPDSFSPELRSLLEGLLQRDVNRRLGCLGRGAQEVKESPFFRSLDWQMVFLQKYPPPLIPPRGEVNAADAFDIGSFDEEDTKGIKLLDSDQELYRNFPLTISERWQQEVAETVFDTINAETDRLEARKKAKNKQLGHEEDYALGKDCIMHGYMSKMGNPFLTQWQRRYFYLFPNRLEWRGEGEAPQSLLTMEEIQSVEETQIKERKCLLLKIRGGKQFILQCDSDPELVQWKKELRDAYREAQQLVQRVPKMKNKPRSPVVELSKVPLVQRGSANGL
MCL1-BIM inh: inhibitors of MCL1 binding to BIM-BH3, primary screen, biochemical, fluorescence polarization; inhibition, % at 10.9 µM; hit rate 0.68% among 320,000; AID 2057, 2009; Induced myeloid leukemia cell differentiation protein Mcl-1 (Homo sapiens), Q07820; GST-MCL1 / FITC-Bim-BH3 fluorescence polarization;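 active means inhibition above the mean inhibition of all tested compounds plus 3 SD, set per campaign, cut at about 40% in these data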;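 further: 0% = DMSO wells and 100% = unlabeled Bim-BH3 peptide control; higher means more loss of mP so more displacement of Bim peptide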
GLD-1 RNA inh: GLD-1/TGE RNA complex disruptors, primary screen, biochemical, fluorescence polarization; Female germline-specific tumor suppressor gld-1 (Caenorhabditis elegans), Q17339; purified GLD-1 + fluorescein TGE RNA; inhibition, % at 5.96 µM; hit rate 0.44% among 320,000;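 active means percent inhibition above a per-plate cutoff, the plate mean of test compounds plus 3 SD, cut at about 30% in these data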;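 further: 0% = DMSO wells with GLD-1 and probe and 100% = wells lacking GLD-1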
Bcl-xL primary: inhibitors of human Bcl-xL, primary screen, biochemical, fluorescence polarization, HTS; GST-Bcl-xL / FITC-Bim BH3 peptide fluorescence polarization; Bcl-2-like protein 1 (Homo sapiens), Q07817; inhibition, % at 10.9 µM; hit rate 0.7% among 320,000;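 active means inhibition above the mean of all tested compounds plus 3 SD, cutoff set per campaign, cut at about 30% in these data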;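 further: 0% = DMSO wells and 100% = unlabeled Bim-BH3 peptide competitor; inhibitors lower millipolarization by displacing the labeled peptide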
Target sequence (Q07817 whole entry, looked up): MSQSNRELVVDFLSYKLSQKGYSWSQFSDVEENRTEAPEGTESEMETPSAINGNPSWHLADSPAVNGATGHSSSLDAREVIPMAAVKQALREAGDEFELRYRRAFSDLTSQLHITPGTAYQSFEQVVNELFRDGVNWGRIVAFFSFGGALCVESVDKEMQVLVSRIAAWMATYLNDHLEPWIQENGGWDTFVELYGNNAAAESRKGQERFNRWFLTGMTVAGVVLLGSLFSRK
CIT2-GFP yeast: modulators of CIT2-GFP expression in yeast, primary screen, S. cerevisiae, GFP fusion, multiplex flow cytometry, MLPCN library. S. cerevisiae CIT2-GFP strain, 3 h; 100 means same as DMSO wells. AID 2029, 2009. hit rate 0.065% among 320,000. GFP response vs DMSO, % at 10 µM;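 active means GFP response relative to DMSO above a set limit, near the screen mean plus 3 SD, cut at about 150% in these data; inconclusive means Fewer than 70 cells measured for a yeast strain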;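 further: ratio of well median GFP fluorescence to mean of DMSO wells on the plate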
Yeast superoxide: reduction of superoxide in aged yeast, primary screen, HTS; S. cerevisiae aged cells, superoxide DHE fluorescence; active compounds read low; hit rate 0.18% among 330,000; superoxide response (% of plate mean), % at 10 µM;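 active means superoxide response under a set limit, about three screen SD below normal, cut at about 65% in these data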;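 further: yeast aged for seven days with compound at 30 °C before DHE staining; 100% = average MFI of all compound-treated wells on the plate with controls excluded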
VLA-4 inh: inhibition in human VLA-4 binding assay, primary screen, VLA-4 allosteric modulator project, MLPCN library, flow cytometry, VLA-4 expressing cells; Integrin alpha-4 (Homo sapiens), P13612; inhibition, % (about 7 µM as worked out from the volumes in the protocol); ligand binding flow cytometry; hit rate 0.2% among 330,000; in the data active means inhibition above about 50%
* hit, by the source's call; u = inconclusive; x = not tested or not shown; [ ] = remark or other dose.

SMILES	AGP1 TOR yeast	MEX-5 binding	GRK2 aptamer HTS	MCL1-BIM inh	GLD-1 RNA inh	Bcl-xL primary	CIT2-GFP yeast	Yeast superoxide	VLA-4 inh
CCCn1nnc(NC(=O)c2ccc(Br)o2)n1	94	-1.3	0	2	-2	0	x	114	6
C=C(C)Cn1c(SCCN2CCOCC2)nc2c1c(=O)[nH]c(=O)n2C	x	0.9	0	-1	-6	0	92	96	12
O=C(O)c1cc(Nc2cc(Cl)c3nonc3c2[N+](=O)[O-])ccc1O	99	-14	0	27	2	22	96	153	6
CCOC(=O)CSc1nnc(-c2ccc(OC)cc2)n1CC	105	0.2	2	-3	4	-7	108	96	5
CCOC(=O)Cc1c(C)nc(SC)[nH]c1=O	101	2.1	0	1	0	6	93	95	12
Cc1ccc(CN2CCN(Cc3ccncc3)CC2CCO)o1 (centres undefined)	106	-2.0	0	7	5	5	100	83	-3
O=C(c1ccco1)N1CCN(Cc2cccc(F)c2)CC1	98	-1.8	3	-2	2	3	106	78	-6
CSc1nc(O)c(C(c2ccc(F)cc2)c2c(O)nc(SC)[nH]c2=O)c(=O)[nH]1	118	1.8	3	8	0	1	106	92	-4
Cn1c(=O)n(-c2ccc(Cl)cc2)c(=O)c2c3c(sc21)COC(C)(C)C3	101	1.4	0	1	6	5	99	91	9
O=C(CSC1=NCCS1)N1CCCC1	100	-2.1	2	2	1	7	95	87	25
COc1ccc(CCNC(=O)c2oc3ccc(S(=O)(=O)N4CCOCC4)cc3c2C)cc1OC	100	3.7	1	6	-1	4	100	94	5
CC(C)N(Cc1ccccc1)C(=O)COC(=O)c1cnc(Cl)c(Cl)c1	114	x	2	x	1	x	106	106	18
Cc1ccc(-c2ccc(=O)n(CC(=O)NCCN3C(C)CCCC3C)n2)cc1 (centres undefined)	105	0.5	0	5	4	13	106	98	0
COc1ccccc1CNC(=O)CCCNS(=O)(=O)c1cccc2nsnc12	103	-0.1	0	-1	9	2	104	98	25
Cc1ccccc1-n1nc(-c2ccc(N)cc2)cc1N	102	0.9	0	2	-3	14	102	100	7
CCN(CC)C(=O)CN1CCC(c2nc3cc(C)c(C)cc3[nH]2)CC1	99	-0.3	1	11	6	5	100	91	13
CCOC(=O)N1CCN(C(=O)c2ccc(N3CC4CC(C3)c3cccc(=O)n3C4)c(NC(=O)c3ccc(F)cc3)c2)CC1 (centres undefined)	100	-1.1	5	-2	4	0	98	118	14
Cc1ccc(S(=O)(=O)CCC(=O)Nc2sccc2C(N)=O)cc1	102	x	0	x	9	x	110	73	-5
O=C(CSc1ccc(Cl)cc1)Nc1nnc(-c2ccco2)o1	99	-0.3	2	8	13	4	87	103	-4
O=C(COC(=O)c1cc[n+]([O-])cc1)NCC12CC3CC(CC(C3)C1)C2	116	-0.6	0	-9	4	9	103	103	11
CC(=O)OC12CC3CC(C1)C(=NO)C(C3)C2	103	0.2	1	4	6	7	96	99	-4
COC(=O)c1cc(C)nc2c1c(C)nn2-c1ccccc1	89	x	0	5	1	1	98	88	17
CCOC(=O)N1CCC(n2c(SCC(=O)c3ccccc3)nc3ccsc3c2=O)CC1	101	1.2	3	0	0	-1	97	108	2
Cc1ccc2nc(N3CCN(CCO)CC3)nc(-c3ccccc3)c2c1	108	0.7	22	1	5	0	99	104	11
CC(=O)c1ccc(NC(=O)CSc2nccn2CCc2ccccc2)cc1	96	-0.5	3	-5	7	2	101	90	-4
c1ccc2c(NC3C4CC5CC(C4)CC3C5)nc(N3CCOCC3)nc2c1 (centres undefined)	x	0.4	0	0	-2	0	86	96	6
Cc1cccc(-n2cnc(C(=O)N3CCN(C)CC3)c2)n1	99	0.2	2	0	0	0	99	95	12
O=C(Nc1ccc2c(c1)OCO2)Nc1ccc(F)cc1F	92	0.6	0	-6	3	2	87	94	0
O=C1c2ccc(Oc3ccc([N+](=O)[O-])cc3)cc2C(=O)N1CCCO	96	0.1	1	8	6	3	98	105	-8
OCCCNc1nc(-c2ccc(Cl)cc2)nnc1-c1ccccc1	104	1.0	0	-4	-5	-1	90	107	16
Cc1cccc(C(=O)N2CC(=O)Nc3ccc(F)cc3C2c2ccc(F)cc2)c1 (centres undefined)	100	1.0	1	7	3	4	106	101	-3
CN(CCCC(=O)Nc1ccccc1)S(=O)(=O)c1ccc(Cl)cc1	103	-1.4	0	3	15	3	97	95	11
CC1CCCC(C)N1C(=O)COC(=O)C1CCN(S(=O)(=O)c2c(Cl)cccc2Cl)CC1 (centres undefined)	115	1.3	3	-17	5	-7	102	80	21
c1ccc(CCNc2ncnc3c2nnn3Cc2ccccc2)cc1	99	-2.8	2	1	0	-2	101	99	2
CCCc1nc2ccc(N)cc2c(=O)n1Cc1ccccc1Cl	104	-1.0	3	2	0	1	104	102	1
COc1ccc(N2C(=O)/C(=C3/C=CC=CN3C)SC2=S)cc1	93	-0.3	0	9	4	3	85	114	-27
CC(NS(=O)(=O)c1ccc(Br)cc1)C(=O)NCCc1ccccc1 (centres undefined)	106	1.3	1	7	14	3	105	95	0
COc1ccccc1/C=C/C(=O)OCC(=O)Nc1c(C)nn(-c2ccccc2)c1C	54	x	1	-3	-1	0	57	97	-21
CN(C)CCCCNCCCNC(=O)/C=N\O	106	0.9	5	-3	0	3	101	89	-4
O=C(CSc1ncnc2c1cnn2-c1ccccc1)NC1CCCC1	102	-2.6	0	6	2	-5	96	106	3
CCN1C(=NCc2ccco2)N[C@@H](c2cccc(F)c2)C(C(=O)OC)=C1C	84	-0.4	0	-13	0	-9	73	97	-55
CCCC12CN3CCN(CC(C3)/C1=N\NC(=O)c1ccc(C(C)(C)C)cc1)C2	91	2.1	0	-5	7	-6	89	102	-3
CN(CC(=O)O)S(=O)(=O)c1cccs1	105	-1.4	4	-3	-1	1	99	103	20
Cc1ccn2cc(-c3cccc(NC(=O)c4cccs4)c3)nc2c1	104	0.4	0	2	5	0	97	109	19
C=CCn1c(SCC(=O)Nc2ccc(S(N)(=O)=O)cc2)nnc1-c1cnccn1	104	-4.0	0	-2	0	0	104	126	-4
COc1ccc([C@@H]2CC=C(C(=O)O)[C@H](c3ccccc3F)N2S(=O)(=O)c2ccccc2C)cc1	84	x	3	-17	1	0	109	86	-2
CCc1ccccc1OCCCCN1CCCC1	102	-1.2	0	5	1	0	99	102	12
CCOc1ccc2[nH]c(=O)c(CN(CCc3ccccc3)C(=O)N3CCCC3)cc2c1	101	0.1	3	-10	3	-3	107	111	-3
C=CCn1c(-c2c[nH]c3ccccc23)n[nH]c1=S	94	-4.5	0	-16	4	-13	89	104	0
COc1cccc(/C=C2\SC(=O)N(CC(=O)NC3C=CS(=O)(=O)C3)C2=O)c1 (centres undefined)	56	-0.8	0	13	16	8	70	110	-1
(further entries)
SMILES	AGP1 TOR yeast	MEX-5 binding	GRK2 aptamer HTS	MCL1-BIM inh	GLD-1 RNA inh	Bcl-xL primary	CIT2-GFP yeast	Yeast superoxide	VLA-4 inh
O=C(CCCOc1ccccc1)N1CCc2ccccc2C1	104	4.0	3	1	6	6	102	89	10
CCN(CC(=O)Nc1c(F)cccc1F)C(=O)c1ccc2ccccc2n1	104	0.8	0	0	-6	3	101	103	2
COC(=O)c1ccc(NC(=O)CCc2nnc3ccc(NCc4ccco4)nn23)cc1	101	0.8	16	13	-2	6	103	92	-4
CCOc1ccccc1OCCC(=O)NNC(=O)Cn1nc(C)cc1C	93	-1.8	0	2	-1	3	89	97	7
OC1(c2cccc(C(F)(F)F)c2)CCN(c2ncnc3c2[nH]c2ccccc23)CC1	107	1.7	1	-1	6	2	108	102	4
CCOC(=O)C[C@H]1c2cc(F)ccc2S(=O)(=O)N1Cc1ccc(OC)cc1	86	0.7	3	-6	-3	0	86	95	17
COc1cc(C2NC(=O)C(C#N)=C(S)N2c2ccccc2)ccc1OC(C)C (centres undefined)	102	2.3	0	11	-4	7	101	84	8
Cc1[nH]ncc1-c1ccccc1Cl	20[may fluoresce violet]	0.4	1	10	4	3	u	100	21
CCOC(=O)N1CCN(C(=O)c2ccc(N3CCCC3=O)cc2)CC1	111	1.9	1	-4	7	-3	x	126	-8
c1ccc(C[C@H]2CNCCN2CCC23CC4CC(CC(C4)C2)C3)cc1	79	1.7	2	9	1	5	88	107	15
COC(=O)C1=C(C)NC(c2c(O)ccc3ccccc23)C(C(=O)OC)=C1C (centres undefined)	103	-0.3	0	-10	0	0	110	107	5
CCOC(=O)N1CCC(Nc2ccc3nnc(-c4ccccc4)n3n2)CC1	104	-3.5	3	4	2	7	99	101	23
COCCCNC(=S)N1CCN(C(=O)C(=O)Nc2ccc(C(=O)OC)cc2)CC1	104	-0.9	2	4	-5	5	95	102	12
Cn1c(=O)n(C)c2cc(/C=C(/C#N)C(=O)NCc3ccco3)ccc21	100	-5.6	2	-8	11	-1	95	119	7
Cc1cccc(CN2CCc3c([nH]c4ccccc34)C2CC(C)C)n1 (centres undefined)	107	-0.3	0	3	5	7	107	94	-3
O=C(Nc1cccc(/C=C/c2ccccn2)c1)c1ccc(-n2cncn2)cc1	91	x	1	x	-1	x	91	82	1
O=C(O)COc1ccccc1/C=N/NC(=O)c1cc(-c2ccc(F)cc2)nc2ccccc12	101	-0.3	0	11	-1	12	90	94	0
Cc1cc(C(=O)N2CCC(C(=O)O)CC2)c(C)o1	100	-1.2	2	4	0	0	84	106	-2
COC(=O)NNC(=S)Nc1cc(OC)ccc1OC	104	0.2	4	2	1	4	113	105	x
CN1CCN(c2c(/C=N/O)c3ccccc3n2C)CC1	105	3.9	0	-1	-2	3	105	127	1
O=C(COC(=O)/C=C/c1ccc(OC(F)F)cc1)NC1CCCCCC1	101	x	16	x	0	x	102	95	1
COc1ccc(C(=O)NCc2nnc(SCC(=O)c3ccc(F)cc3)n2C)cc1OC	91	0.6	1	-4	-5	-3	84	99	2
COc1cc(C(=O)OCC(=O)NCc2ccc(F)cc2)cc(NC(=O)c2cccs2)c1OC	82	0.2	0	-9	4	0	86	124	-1
O=C(Cn1cccc1C(=O)c1ccccc1)NCCCN1CCOCC1	99	-0.2	4	3	-3	5	101	103	3
CN(CC(=O)Nn1cnnc1)S(=O)(=O)c1ccccc1	104	-1.2	0	-1	-8	-1	100	112	24
CCOC(=O)c1cn(-c2ccccc2)nc1-c1ccncc1	96	-1.8	1	0	-1	2	105	96	-11
Cc1c(NC(=O)C(C)OC(=O)c2ccc(NC(=O)CC#N)cc2)c(=O)n(-c2ccccc2)n1C (centres undefined)	112	-1.6	0	-8	-13	-1	97	98	8

Compound activity deposited in PubChem BioAssay by several laboratories.
